Screening data (PubChem BioAssay)
GlmU inhibition = inhibition of mycobacterial GlmU enzyme – biochemical, glucosamine-1-phosphate acetyltransferase (AID 1376). M. tuberculosis GlmU acetyltransferase enzyme assay; higher % means a stronger effect. inhibition, %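 (tested at 30 µM in the primary screen)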; hits with a dose series show IC50 in µM. 0.25% of 220,000 active; in the data active means inhibition above about 13%; inconclusive means no clear call, values can overlap the other calls;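 further: 0% = complete reaction with vehicle and 100% = reaction without substrate; strong numbers were not always called active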
Mtb RmlCD inh = M. tuberculosis RmlC/RmlD inhibition. 0.03% of 160,000 active. RmlC+RmlD coupled enzyme assay, percent inhibition; primary screen in compound mixtures. inhibition, % at 3.6 µM; in the data active means inhibition mostly above about 34%, no sharp cut-off; inconclusive means no clear call, values can overlap the other calls; inactive means mostly below about 22%; further: some results filed as inactive read as strong as hits
Target sequence (P9WH09 whole entry, looked up): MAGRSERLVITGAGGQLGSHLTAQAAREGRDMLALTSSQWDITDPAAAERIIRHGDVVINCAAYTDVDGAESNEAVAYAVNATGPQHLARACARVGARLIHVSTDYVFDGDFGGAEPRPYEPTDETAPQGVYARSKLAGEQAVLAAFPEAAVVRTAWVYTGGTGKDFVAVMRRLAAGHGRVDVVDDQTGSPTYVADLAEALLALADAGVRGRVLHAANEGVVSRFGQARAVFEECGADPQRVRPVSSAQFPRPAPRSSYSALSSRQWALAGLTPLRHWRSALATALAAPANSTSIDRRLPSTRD
Target sequence (P9WH11 whole entry, looked up): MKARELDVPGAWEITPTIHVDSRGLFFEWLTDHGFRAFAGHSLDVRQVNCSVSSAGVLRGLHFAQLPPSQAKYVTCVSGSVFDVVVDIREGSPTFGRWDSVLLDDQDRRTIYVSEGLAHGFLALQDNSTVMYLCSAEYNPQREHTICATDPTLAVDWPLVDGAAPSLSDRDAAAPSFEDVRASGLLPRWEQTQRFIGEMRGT
Numbers without * were called inactive; ? = inconclusive; / = no result given. These rows are one share of the data; count on the stated rates, not on these rows.

Below each SMILES: GlmU inhibition	Mtb RmlCD inh
CCCNC(=O)NC(C(=O)OC)C12CC3CC(CC(C3)C1)C2 (stereo not drawn)
  1.5%	-8
COc1ccc(CCNC(=O)CSc2cccc3cccnc23)cc1OC
  -1.4%	7
N#CCCN(CCN1CCCC1)S(=O)(=O)c1ccc(-c2ccc([N+](=O)[O-])cc2)cc1
  6.2%	-16
Fc1cnc(N2CCOCC2)nc1N1CCc2ccccc21
  2.5%	/
COc1cccc(NC(=S)N/N=C2\CC3CCC2(C)C3(C)C)c1 (stereo not drawn)
  -2.6%	48
CCC(C)(NC(=O)c1ccccn1)C(=O)NC1CCCC1 (stereo not drawn)
  -1.5%	4
COc1ccc2c(/C=N/NS(=O)(=O)c3ccc(C)cc3)c[nH]c2c1
  2.0%	-7
O=C(CSc1nnnn1C1CCCC1)NCCc1ccccc1
  1.2%	2
CCOC(=O)CCCNC(=O)COC(=O)c1cc2ccccc2cc1O
  2.5%	6
O=[N+]([O-])c1ccc(-c2nn(-c3ccccc3)cc2/C=N/n2c(-c3ccncc3)n[nH]c2=S)cc1
  -0.6%	4
CC(C)(C)c1cnnn1-c1ccc(NC(=O)c2ccc(Br)o2)cc1
  -4.5%	-11
Nn1c(SCc2ccccc2F)nnc1-c1ccccn1
  4.0%	-14
O=c1c(-c2ccnn2-c2cccc(Cl)c2)cnc2n1CCS2
  -4.6%	/
COc1ccc(NC(=O)CN2CCC3(O)CCCCC3C2c2ccccc2OC)cc1 (stereo not drawn)
  1.2%	9
CCCN1C(=O)c2ccccc2NC1c1ccc(OC)cc1O (stereo not drawn)
  0.8%	15
O=C(NCc1ccco1)c1ccc(Cl)s1
  2.5%	/
CCOc1cccc2sc(=NC(=O)c3ccco3)n(CC(=O)OC)c12
  1.1%	/
O=C(Nc1ccccc1)NC1(C(=O)NCc2cccs2)CCCCC1
  -0.4%	5
CC(=O)N1N=C(c2ccc(Br)cc2)OC12CCCC2
  0.9%	-6
CCOC(=O)N1CCC(NC(=O)c2cc(S(=O)(=O)N3CCOCC3)ccc2F)CC1
  3.3%	-12
Cc1[nH]c(=O)[nH]c(=O)c1S(=O)(=O)N1CCCC(C(=O)N2CCC(Cc3ccccc3)CC2)C1 (stereo not drawn)
  0.3%	-7
CC(C)n1c(C(=O)OCC(=O)NCc2ccc3c(c2)OCO3)cc2occc21
  0.1%	8
O=C(O)C1=CCNCC1
  1.1%	/
Cc1nc(SCC(=O)c2ccc(Cl)cc2)c([N+](=O)[O-])[nH]1
  -1.8%	-5
CCOC(=O)C1CCCN(C(=O)c2ccc3c(=O)n(CCOC)c(=S)[nH]c3c2)C1 (stereo not drawn)
  -1.5%	/
O=S(=O)(c1ccccc1)c1ncc(C(F)(F)F)cc1Cl
  2.0%	-9
Cc1nc(SC(C(=O)c2ccccc2)c2ccccc2)n[nH]1 (stereo not drawn)
  -2.9%	-1
Cc1ccsc1C(=O)NNC(=O)C1C2C=CC(C2)C1C(=O)O (stereo not drawn)
  10%	1
CC(=O)c1ccc(N(C)C)c2c(N(C)C)cccc12
  -0.4%	/
O=C(Cn1cnc2scc(-c3ccc(Br)cc3)c2c1=O)N1CCOCC1
  2.2%	-13

Next part
Below each SMILES: GlmU inhibition	Mtb RmlCD inh
C=CCn1c(SCc2ccc(F)cc2)nnc1-c1sc2nc(C)cc(C)c2c1N
  -4.3%	11
Cc1nn(C(C)C(=O)NNC(=S)Nc2ccc(Cl)cc2)c(C)c1[N+](=O)[O-] (stereo not drawn)
  -0.7%	/
O=C(c1ccc(CNS(=O)(=O)c2ccc(Br)cc2)cc1)N1CCC2(CC1)OCCO2
  -0.4%	/
CC1(C)OC(=O)C(=Cc2ccc(-c3ccc(S(N)(=O)=O)cc3)o2)C(=O)O1
  -2.0%	28
CN(c1ccccn1)c1ncnc2[nH]ncc12
  -1.2%	-7
CC(C)c1ccc(NC(=O)COc2nncc3ccccc23)cc1
  1.4%	-7
CN(c1ccccc1C(=O)Nc1ccc(S(=O)(=O)N2CCOCC2)cc1)S(C)(=O)=O
  -3.0%	-9
O=C(CC1S/C(=N/N=C/c2c[nH]c3ccccc23)NC1=O)Nc1ccccc1 (stereo not drawn)
  -6.0%	6
CN(C)/N=C/c1ccc([N+](=O)[O-])cc1[N+](=O)[O-]
  2.6%	-1
N=c1c(C(=O)NCc2ccco2)cc2c(=O)n3ccccc3nc2n1CCc1ccccc1
  6.5%	/
O=C1C=CC(=O)N1c1ccc(I)cc1Cl
  -2.0%	28
Fc1ccc(OCc2nc(-c3cccs3)no2)cc1
  0.2%	/
CCn1c(=O)n(CC)c2cc(S(=O)(=O)N3CCC(c4ccccc4)CC3)ccc21
  -0.9%	7
O=C(COC(=O)c1cc(S(=O)(=O)NCc2ccccc2)ccc1O)NCc1ccccc1
  /	-4
CCOc1ccc(-c2nc(S(=O)(=O)c3ccccc3)c(N3CCOCC3)o2)cc1
  -2.1%	-1
C=CCN1C(=O)/C(=C/C(=O)OC)S/C1=N\NC(=O)c1ccccc1
  -3.3%	-1
O=C1OC(/C=C/c2ccccc2)=NC/1=C/C=C/c1ccccc1
  -0.4%	-4
O=C(c1ccccc1)C(Sc1ncn[nH]1)c1ccccc1 (stereo not drawn)
  -0.4%	-7
O=C(c1ccccc1)N1CCC2(CC1)OCCO2
  1.0%	6
COc1ccc(OCC(=O)Nc2cccc(-c3nc4ccccc4[nH]3)c2)cc1
  -0.6%	8
CCOc1ccc(NC(=S)NC(=O)c2c(Br)cnn2C)c([N+](=O)[O-])c1
  -7.3%	7
Cc1ccc(S(=O)(=O)N2CCN(C(=O)COC(=O)c3c(C)noc3C)CC2)c(C)c1
  -1.1%	/
Cc1ccc(-c2c(C)n([O-])c3c([n+]2=O)CCCC3)o1
  -4.7%	-3
COc1ccc(C(=O)NNC(=S)NC(=O)c2ccco2)cc1
  5.1%	/
CN(C(=O)CSc1nnc(-c2cccs2)o1)C1CCS(=O)(=O)C1 (stereo not drawn)
  -1.3%	1
O=C(Nc1ccccc1N1CCN(c2ccccc2)CC1)C12CC3CC(CC(C3)C1)C2
  -1.6%	/
CSCCC1NC2(C(=O)Nc3c(Cl)cccc32)[C@@H]2C(=O)N(C3CCCC3)C(=O)[C@H]12 (stereo partly drawn)
  -3.9%	2
O=S(=O)(c1ccc(OCC(O)CN2CCN(c3ccccc3)CC2)cc1)N1CCOCC1 (stereo not drawn)
  1.7%	/
Cc1cc(NC(=O)c2cc(C(C)C)on2)nn1Cc1ccc(Cl)cc1
  8.6%	-9
COc1ccccc1CNC(=O)Cc1ccc(C)cc1
  2.7%	-7

(more compounds)
Below each SMILES: GlmU inhibition	Mtb RmlCD inh
CCOC(=O)N1CCN(Cc2nc(-c3ccc(Cl)cc3)no2)CC1
  2.7%	5
O=C(Nc1cc(S(=O)(=O)Nc2ccc(Cl)cc2)ccc1N1CCCCC1)c1ccc(F)cc1Cl
  6.6%	/
COc1ccc(C(C(=O)NC2CCCCC2)N(C(=O)c2cccs2)c2ccc3c(c2)OCO3)cc1 (stereo not drawn)
  4.5%	101
COc1cc(C(CC(=O)N2CCCC2)c2c(OC)cc(OC)c3c(-c4ccccc4)cc(=O)oc23)cc(OC)c1OC (stereo not drawn)
  3.4%	-11
CCC(Sc1nnc(C)s1)C(=O)Nc1nccs1 (stereo not drawn)
  1.5%	8
COC(=O)Nc1nnc(-c2ccc(OC)cc2)s1
  -5.1%	/
COc1ccc(Nc2oc(COc3ccc(OC)cc3)nc2C#N)cc1
  -3.3%	/
COC(=O)C1CCN(C(=O)C(C)Oc2ccc(Cl)cc2Cl)CC1 (stereo not drawn)
  1.3%	-2
Cc1ccnc(NC(=O)CCC(=O)N(CC(=O)NC(C)(C)C)c2ccc3c(c2)OCCO3)c1
  -3.2%	3
COc1ccccc1CC1/C(=N/O)C2CCN1CC2 (stereo not drawn)
  2.2%	38
CCCn1ccc(O)c(Cc2ccc(Cl)cc2)c1=O
  2.1%	-14
Cc1cc(-c2c(C)n([O-])c(C)c(C)[n+]2=O)ccc1F
  1.8%	12
O=C(Nc1nc(-c2ccccn2)cs1)C1CC1
  -1.5%	3
COc1ccc(C(=O)C2CCN(C(=O)c3ccc(C)cc3)CC2)cc1
  0.5%	-3
Cc1cc(=O)oc(C)c1C(=O)OCC(=O)c1ccccc1
  -5.6%	9
CCOC(=O)C1=C(C)N=c2s/c(=C\c3cc(OC)c(OC)c(OC)c3)c(=O)n2C1/C=C/c1ccccc1 (stereo not drawn)
  3.0%	2
CC1(C)CC(=O)C=C(NC2CCCCCCC2)C1
  4.3%	/
O=S(=O)(c1cccc(-c2nc3ccccc3s2)c1)N1CCCC1
  -3.6%	7
Cc1cc(C)n(-c2ccc(C(=O)OCC(=O)NCc3ccc(F)cc3)cc2)n1
  -2.1%	?
COc1ccc(CNC(=O)c2ccc(N3CCC4(CC3)CC(c3ccc(Cl)cc3)=NO4)c(NC(=O)c3ccccc3)c2)cc1
  2.9%	/
Fc1cccc(Cl)c1/C=N/n1c(-c2cccnc2)n[nH]c1=S
  1.3%	44
COc1cccc2c1OC[C@@H](CO)[C@H]2N(C)C(=O)Nc1ccc(Cl)cc1
  2.3%	/
Cc1cc(C)c(C)c(S(=O)(=O)N2CCN(CC(=O)Nc3ccc([N+](=O)[O-])cc3)CC2)c1C
  0.8%	/
O=C(Nc1ccccc1Cl)c1ccccc1Oc1ccc(C(F)(F)F)cc1[N+](=O)[O-]
  -2.7%	/
Cc1ccc(NC(=O)CS(=O)CC(=O)Nc2cccc(C)c2C)cc1F (stereo not drawn)
  -1.8%	40
Cc1ccc(C)c(NC(=O)c2nc(-c3ccccc3)n(-c3ccccc3)n2)c1
  -1.2%	/
Cc1c(-n2c(SCC(=O)NC(C)C(C)C)nc3ccccc3c2=O)c(=O)n(-c2ccccc2)n1C (stereo not drawn)
  -2.0%	/
CCn1c(CSc2nc3ccccc3s2)n[nH]c1=S
  1.9%	-4
CSc1nc(C)c(CCOC(=O)c2cccc(C)c2)c(=O)[nH]1
  -4.5%	/
CCOC(=O)C1=C(Cn2ccc(C(F)(F)F)n2)NC(=O)NC1c1ccc2c(c1)OCO2 (stereo not drawn)
  2.2%	7

Structures listed so far containing a nitro group on carbon:
Below each SMILES: GlmU inhibition	Mtb RmlCD inh
N#CCCN(CCN1CCCC1)S(=O)(=O)c1ccc(-c2ccc([N+](=O)[O-])cc2)cc1
  6.2%	-16
O=[N+]([O-])c1ccc(-c2nn(-c3ccccc3)cc2/C=N/n2c(-c3ccncc3)n[nH]c2=S)cc1
  -0.6%	4
Cc1nc(SCC(=O)c2ccc(Cl)cc2)c([N+](=O)[O-])[nH]1
  -1.8%	-5
Cc1nn(C(C)C(=O)NNC(=S)Nc2ccc(Cl)cc2)c(C)c1[N+](=O)[O-] (stereo not drawn)
  -0.7%	/
CN(C)/N=C/c1ccc([N+](=O)[O-])cc1[N+](=O)[O-]
  2.6%	-1
CCOc1ccc(NC(=S)NC(=O)c2c(Br)cnn2C)c([N+](=O)[O-])c1
  -7.3%	7
Cc1cc(C)c(C)c(S(=O)(=O)N2CCN(CC(=O)Nc3ccc([N+](=O)[O-])cc3)CC2)c1C
  0.8%	/
O=C(Nc1ccccc1Cl)c1ccccc1Oc1ccc(C(F)(F)F)cc1[N+](=O)[O-]
  -2.7%	/

Continued.
Below each SMILES: GlmU inhibition	Mtb RmlCD inh
COc1ccc(S(=O)CC(=O)Nc2ccccc2Cl)cc1 (stereo not drawn)
  4.5%	/
CCOc1ccccc1OCCOc1cccc(C(F)(F)F)c1
  2.5%	-6
Nc1cccc2c1C(=O)N(C(=O)/C=C/c1cccc(F)c1)C2=O
  -4.4%	46
COc1ccc(C(=O)NCc2cn3ccccc3n2)cc1
  6.5%	-2
COc1cc(CN2CCC(C(=O)N3CCCC(C)C3)CC2)cc(Br)c1O (stereo not drawn)
  2.1%	5
Cn1c(=O)c2c(nc(CN3CCc4ccccc4C3)n2CCCO)n(C)c1=O
  1.8%	-1
Cc1[nH]n(-c2ccccc2)c(=O)c1/C=N/c1ccccn1
  3.4%	7
O=C(CCNC(=O)c1ccccc1Cl)Nc1ccc(Br)c(C(F)(F)F)c1
  -6.5%	-7
CC(C)OC(=O)c1cccc2c1C(=O)c1ccccc1-2
  1.1%	-8
CCOC(=O)CNC(=O)/C=C/c1c(Cl)cccc1Cl
  -2.3%	-3
COc1ccccc1C(=O)NCCn1cc(SCC(=O)Nc2cc(C)on2)c2ccccc21
  5.6%	/
CSc1nc2ccc(NS(=O)(=O)c3ccc([N+](=O)[O-])cc3)cc2s1
  5.8%	-9
CN1CCN(Cc2nc(N)nc(Nc3ccc4c(c3)OCCO4)n2)CC1
  -1.7%	2
Clc1cccc(Cc2ccc(Cl)nn2)c1
  4.6%	-4
O=c1oc2ccccc2c(Nc2ccccc2)c1[N+](=O)[O-]
  0.4%	/
Cn1cc(C2CC(c3ccccc3)=NN2C(=O)c2ccccc2)c2ccccc21 (stereo not drawn)
  1.1%	-11
Cn1c(CNC(=O)Nc2ccccc2Cl)nnc1SCc1ccccc1
  -1.6%	/
COc1cc(O)c(C(CCN2CCOCC2)c2ccc3c(c2)OCO3)c(OC)c1 (stereo not drawn)
  -1.2%	-11
Cc1ccc2nc3c(cc2c1)CC1(C(=O)N(C)C(=O)N(C)C1=O)C1CCCCN31 (stereo not drawn)
  6.1%	4
CCC1=Nc2cc(C(=O)NCC3CCCO3)ccc2Sc2ccc(Br)cc21 (stereo not drawn)
  1.3%	31

Copied from the list.
GlmU inhibition result of COc1ccc(C(=O)NCc2cn3ccccc3n2)cc1 = 6.5%
Mtb RmlCD inh result of O=C(CCNC(=O)c1ccccc1Cl)Nc1ccc(Br)c(C(F)(F)F)c1 = -7
Mtb RmlCD inh result of Clc1cccc(Cc2ccc(Cl)nn2)c1 = -4
GlmU inhibition result of O=c1oc2ccccc2c(Nc2ccccc2)c1[N+](=O)[O-] = 0.4%
GlmU inhibition result of COc1ccc(S(=O)CC(=O)Nc2ccccc2Cl)cc1 (stereo not drawn) = 4.5%
